# hERG protect: shields human hERG channel from block by proarrhythmic agents; CHO-hERG, FluxOR thallium flux, dofetilide IC70 present; activation (rescue from dofetilide block), less the hit threshold, % at 10 µM; 310,000 compounds, 0.51% hits;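 active means activation above the mean of controls blocked by dofetilide plus 5 SD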;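 further: thallium influx through hERG after potassium depolarization seen as dye fluorescence rise; in these data hits start at about 4.7%; inactives centre near -7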
# Target sequence (Q12809 whole entry, looked up): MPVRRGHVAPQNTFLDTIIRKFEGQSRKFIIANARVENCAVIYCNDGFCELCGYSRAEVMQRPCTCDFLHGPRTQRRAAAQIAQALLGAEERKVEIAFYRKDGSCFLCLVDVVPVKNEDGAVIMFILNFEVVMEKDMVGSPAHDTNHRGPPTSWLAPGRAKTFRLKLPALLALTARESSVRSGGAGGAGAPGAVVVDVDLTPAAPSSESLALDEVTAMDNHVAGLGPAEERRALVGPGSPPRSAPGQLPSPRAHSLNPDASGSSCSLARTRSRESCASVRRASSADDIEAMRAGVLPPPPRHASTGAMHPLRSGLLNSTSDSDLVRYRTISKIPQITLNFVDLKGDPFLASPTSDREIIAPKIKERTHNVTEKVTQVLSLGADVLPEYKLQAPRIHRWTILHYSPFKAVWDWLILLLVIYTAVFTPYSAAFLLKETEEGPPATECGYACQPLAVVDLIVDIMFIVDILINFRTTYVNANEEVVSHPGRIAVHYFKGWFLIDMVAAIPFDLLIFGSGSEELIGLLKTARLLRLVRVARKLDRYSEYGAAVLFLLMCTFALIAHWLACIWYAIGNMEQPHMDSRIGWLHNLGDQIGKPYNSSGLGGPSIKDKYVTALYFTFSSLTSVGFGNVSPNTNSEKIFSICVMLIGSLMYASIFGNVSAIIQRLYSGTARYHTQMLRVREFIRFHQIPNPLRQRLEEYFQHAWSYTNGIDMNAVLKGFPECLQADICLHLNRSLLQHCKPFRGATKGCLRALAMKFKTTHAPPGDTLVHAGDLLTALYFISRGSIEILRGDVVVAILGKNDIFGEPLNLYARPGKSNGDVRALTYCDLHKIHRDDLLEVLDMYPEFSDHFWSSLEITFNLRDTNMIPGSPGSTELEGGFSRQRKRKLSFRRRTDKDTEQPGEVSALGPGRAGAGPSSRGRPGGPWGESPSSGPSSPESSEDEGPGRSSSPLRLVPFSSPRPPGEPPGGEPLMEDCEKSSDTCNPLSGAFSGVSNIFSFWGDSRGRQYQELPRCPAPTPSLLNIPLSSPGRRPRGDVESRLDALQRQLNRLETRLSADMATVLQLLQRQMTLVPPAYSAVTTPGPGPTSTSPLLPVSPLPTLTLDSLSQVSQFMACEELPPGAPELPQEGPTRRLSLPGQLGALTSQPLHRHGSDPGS
# PolyA inhibitor: yeast polyadenylation inhibition; 300,000 compounds, 0.02% hits; AID 1875; S. cerevisiae SKY197-pL101 polyadenylation reporter, beta-gal luminescence; efflux-impaired pdr1/pdr3 knockout yeast; score 100 = 6 SD above DMSO; calls only at 12 µM;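 active means lowest replicate activity score at least 50, where 100 means six control SD above control mean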;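 further: yeast exposed to compound for 9 h at 30 °C; higher score means more reporter readthrough which indicates perturbed polyadenylation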
# KCNK3 block: human KCNK3 channel inhibition, primary screen; AID 602410; CHO-KCNK3 thallium flux, FluxOR fluorescence; hits give low values; B-score at 10 µM; 340,000 compounds, 0.84% hits; O14649;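 active means B-score under library mean minus 4 SD, starting fluorescence ratio at most library mean plus 5 SD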;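 further: more negative B-score means stronger inhibition of thallium flux through KCNK3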
# KCNK9 inh: blocks the human KCNK9 two-pore domain potassium channel; 310,000 compounds, 1.2% hits; B-score at 10 µM; HEK293 KCNK9, FluxOR thallium flux fluorescence; hits give low values; Q9NPC2;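 active means ratio B-score over 3 SD below the library mean, with starting fluorescence within 5 SD of its mean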;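 further: negative B-score means less thallium flux so channel inhibition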
# GSK3B inh: inhibitors of human GSK3beta kinase; P49841; GST-GSK3beta kinase, ADP-Glo luminescence, 60 min; hits give low values; activity score (negative = inhibition), % at 10 µM; 300,000 compounds, 0.038% hits; AID 2097;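 active means more than half of replicate wells score below -50%, meaning over 50% inhibition versus plate controls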;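 further: 0% = median DMSO wells and -100% = median GW8510 positive control wells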
#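 Test system: GST-fused GSK3beta enzyme, cell-free | Quantity: 1.6 ng GST-GSK3beta enzyme per well | Reagent: 25 µM ATP with peptide substrate | Schedule: 60 min enzyme reaction, room temperature | Signal: Luminescent ADP-Glo measurement of ADP formed | Read-out basis: Score relative to plate controls | Control set: DMSO and 20 µM GW8510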
# GSK3 alpha inh: inhibitors of human GSK-3 alpha kinase | P49840 | ADP-Glo luminescence, 60 min | inhibition, % at 10 µM | 320,000 compounds, 0.1% hits;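 in the data active means inhibition above about 50%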;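 further: GST-tagged GSK-3 alpha with peptide substrate and 25 µM ATP; 0% = DMSO neutral wells and 100% = GW8510 positive control wells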
# KCNQ1 block: inhibitors of human KCNQ1 potassium channel; P51787; CHO-K1 KCNQ1, FluxOR thallium flux fluorescence; hits give high values; B-score at 10 µM; 310,000 compounds, 1.3% hits;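 active means compounds whose thallium flux B-score, printed positive for inhibition, exceeds three library SD while starting fluorescence stays within three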;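 further: channel opened by potassium depolarization with thallium stimulus after 20 min compound exposure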
# RGS4 inh: human RGS4 inhibition. HEK293 M3R/RGS4 inducible, Fluo-4 calcium flux; hits give high values; triggered by carbachol at its EC20. B-score at 10 µM. 310,000 compounds, 0.45% hits. AID 463165;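 active means B-score, a plate-corrected calcium signal, over three deviations above library mean, with baseline fluorescence within five deviations of library mean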;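 further: RGS4 expression induced by doxycycline in cells with stable M3 receptor; B-score is computed from the integrated fluorescence ratio over baseline after carbachol; higher B-score means a larger calcium signal and so more RGS4 inhibition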
# DYRK1A inh: blocks rat Dyrk1A kinase activity; Q63470; ADP-Glo luminescence, NFATc1 peptide; inhibition, % at 12.5 µM; 310,000 compounds, 0.43% hits; in the data active means inhibition above about 50%;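 further: plate controls were vehicle with enzyme for no effect and no enzyme for full effect; many of its hits are not listed in these tables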
# RGS4 act: potentiators or activators of RGS4; HEK293 M3R/inducible RGS4, carbachol calcium flux Fluo4; hits give low values; B-score at 10 µM; 310,000 compounds, 0.92% hits;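 active means B-score of the integrated calcium signal more than 4 SD below the library mean, with starting fluorescence not abnormally high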;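 further: negative B-score means reduced calcium response which marks RGS4 activation or potentiation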
#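 Assay system: Inducible-RGS4 HEK293 cells carrying M3 receptor | Schedule: Compound preincubation 20 min at room temperature before agonist | Signal: Kinetic calcium fluorescence imaging with Fluo4-AM dye, 2 µM | Read-out basis: B score from integrated fluorescence ratio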
# KCNQ1 act: potentiates or activates the human KCNQ1 potassium channel; P51787; CHO-K1 KCNQ1, thallium flux FluxOR fluorescence; hits give high values; B-score at 10 µM; 310,000 compounds, 0.35% hits; AID 2648;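 active means fluorescence ratio B-score, a plate-corrected score, at least three library SD, with initial intensity B-score within 5 SD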
#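 System: Stable KCNQ1 CHO-K1 line | Incubation: 90 min dye loading and 20 min compound exposure, both at room temperature | Measure: Ratio B score | Medium: Assay buffer for compound exposure, DMSO matched across wells | Compound dosing: Single-concentration screen | Probe or stimulus: K+/Tl+ depolarizing stimulus | Measured by: Kinetic FluxOR fluorescence, 10 s baseline plus 110 s post-stimulus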
# The depositor's hits bear a star; i = inactive; / = not tested or not shown.
# Each structure is followed by: hERG protect | PolyA inhibitor | KCNK3 block | KCNK9 inh | GSK3B inh | GSK3 alpha inh | KCNQ1 block | RGS4 inh | DYRK1A inh | RGS4 act | KCNQ1 act
O=C(O)c1cc(S(=O)(=O)O)ccc1O
 : -4 | i | i | i | 32 | -4 | i | i | 4 | i | i
COc1ccc(S(=O)(=O)N2CCCC2C(=O)NCc2ccccc2Cl)cc1 (configuration not stated)
 : -16 | i | i | i | -1 | -10 | i | i | -1 | i | i
CCOC(=O)c1cc2sccc2n1CC(=O)N1c2ccccc2CC1C (configuration not stated)
 : -1 | i | i | i | 2 | -2 | i | i | -2 | i | i
Cc1ccccc1-c1ccc(Nc2ccc(N3CCOCC3)cc2)nn1
 : -12 | i | i | i | -12 | -2 | i | i | 5 | i | i
CC(=O)N1CCC(C(=O)NCCOc2cccc(C)c2)CC1
 : -4 | i | i | i | 5 | -3 | i | i | 8 | i | i
COc1ccc(NC(=O)c2c3c(nc4ccccc24)CCC3)cc1S(=O)(=O)N1CCOCC1
 : -12 | i | i | i | 2 | 0 | i | i | -1 | i | i
COC(=O)C(C)Sc1nnc(SC(C)C(=O)OC)s1 (configuration not stated)
 : -8 | i | i | i | 0 | -1 | i | i | -2 | i | i
Cc1ccc(C(C)c2c(C)c([N+](=O)[O-])cc(C)c2[N+](=O)[O-])cn1 (configuration not stated)
 : -12 | i | i | i | 1 | -1 | i | i | -3 | i | i
CC(=O)c1ccc(OC(C)C)c(CSc2nc(O)cc(=O)[nH]2)c1
 : -6 | i | i | i | 3 | 3 | i | i | 6 | i | i
CCC1(c2ccc(F)cc2)NC(=O)N(CC(=O)c2cc(C)n(C3CC3)c2C)C1=O (configuration not stated)
 : -17 | i | i | i | 1 | 1 | i | i | 9 | i | i
O=S(=O)(NCc1cccs1)c1ccc(Cl)s1
 : -12 | i | i | i | 3 | -2 | i | i | / | i | i
O=C(OCc1nnc(-c2ccc(Cl)cc2)o1)c1ccncc1
 : -2 | i | i | i | 0 | -9 | i | i | -2 | i | i
COc1cc(/C=C/C(=O)NC(=O)c2ccccc2O)ccc1O
 : -17 | i | i | i | 1 | -1 | i | i | 4 | i | i
COCc1cc(C)n(CC(=O)OC)c(=O)c1C#N
 : -5 | i | i | i | -3 | / | i | i | -3 | i | i
COc1ccc(C2=NOC(C)(c3nnc(-c4ccc(Cl)cc4)o3)C2)cc1 (configuration not stated)
 : -7 | i | i | i | -2 | -4 | i | i | 1 | i | i
CCN1CCN(C(=O)COCc2cc(-c3ccc4c(c3)OCO4)on2)CC1
 : -6 | i | i | i | 4 | 2 | i | i | 0 | i | i
CCOCCCNC(=O)C(NC(=O)c1ccc(NC(C)=O)cc1)c1ccc(Cl)cc1 (configuration not stated)
 : -14 | i | i | i | -3 | -2 | i | i | -3 | i | i
Cc1cc(C)nc(NS(=O)(=O)c2ccc(NC(=O)C(C)C)cc2)n1
 : 0 | i | i | i | 3 | 5 | i | i | / | i | i
Cc1cccc(OCCCCn2c(CO)nc3ccccc32)c1
 : -14 | i | i | i | -7 | 3 | i | i | 1 | i | i
Cc1c(C=O)c2ccccc2n1CCOc1ccccc1F
 : -14 | i | i | i | 1 | 1 | i | i | 2 | i | i
Oc1ccc(C(c2nnnn2C2CCCCC2)N2CCOCC2)cc1 (configuration not stated)
 : -10 | i | i | i | 6 | 0 | i | i | -10 | i | i
Cc1cccc(NC(=O)NNC(=O)c2nn(C)cc2Br)c1
 : -5 | i | i | i | -1 | -2 | i | i | 2 | i | i
Fc1ccc(-n2c(-c3ccc4c(c3)OCO4)n[nH]c2=S)cc1Cl
 : -9 | i | i | i | 2 | 9 | i | i | -2 | i | i
CC(C)N1CC23C=CC(O2)C(C(=O)OCc2ccccc2)C3C1=O (configuration not stated)
 : -6 | / | i | i | -2 | 0 | i | i | 8 | i | i
COc1cccc(CNC(=O)c2cc(S(=O)(=O)N3CCOCC3)cn2C)c1
 : -10 | i | i | i | -1 | -3 | i | i | -1 | i | i
c1ccc(-c2nc(N3CCNCC3)nc3ccccc23)cc1
 : -11 | i | i | i | -7 | -1 | i | i | / | i | i
O=C(Cc1c[nH]c2ccccc12)NNC(=O)c1ccccc1
 : -14 | i | i | i | 1 | -2 | i | i | -2 | i | i
Cc1c(C#N)c2ccccc2n1C
 : -8 | i | i | i | -1 | 3 | i | i | -5 | i | i
CCOc1ccc(N(C(=O)CNC(=O)c2ccco2)C(C(=O)NC2CCCC2)c2ccncc2)cc1 (configuration not stated)
 : -14 | i | i | i | 1 | 3 | i | i | -2 | i | i
Cc1ccc(C(=O)N(c2ccccn2)C(C)c2ccco2)cc1 (configuration not stated)
 : -4 | i | i | i | 4 | / | i | i | -5 | i | i
O=C(Cc1ccccc1)N1CCN=C1SCc1cccc([N+](=O)[O-])c1
 : -24 | i | i | i | -1 | -3 | i | i | / | i | i
Cc1ccc(-c2c3c(=O)n(C)c(=O)n(C)c3cn2Cc2ccccc2)cc1
 : -10 | i | i | i | -21 | 10 | i | i | 0 | i | i
O=C(c1ccco1)N1CCN(Cc2nnnn2C2CCCCC2)CC1
 : -4 | i | i | i | 2 | -1 | i | i | -1 | i | i
O=Cc1ccccc1-c1cn(CN2C(=O)c3ccccc3C2=O)nn1
 : -3 | i | i | i | 1 | 0 | i | i | -1 | i | i
CS(=O)(=O)N1CC2CCCN2c2ccc(C(F)(F)F)cc21 (configuration not stated)
 : -4 | i | i | i | -1 | 1 | i | i | 4 | i | i
O=C(NCC1CCCO1)c1cc(C(=O)C2CC2)c[nH]1 (configuration not stated)
 : -17 | i | i | i | -1 | 7 | i | i | 6 | i | i
Cn1nc(C(=O)Nc2cccc(Cl)c2)cc1C(=O)Nc1cccc(Cl)c1
 : -6 | i | i | i | 0 | -1 | i | i | -5 | i | i
COc1ccc(OCCn2ccnc2C)cc1
 : -9 | i | i | i | -2 | -5 | i | i | 1 | i | i
Cc1oc(-c2ccccc2Cl)nc1CS(=O)CC(=O)NC1CC1 (configuration not stated)
 : -1 | i | i | i | 1 | -3 | i | i | 5 | i | i
O=C(COC(=O)C1CCCCC1)Nc1ccc(N2CCCCC2)cc1
 : -5 | i | i | i | 0 | -3 | i | i | 17 | i | i
COc1cc(SC)ccc1C(=O)OC1CCOC1=O (configuration not stated)
 : -5 | i | i | i | 0 | -3 | i | i | -7 | i | i
Cn1ncc(Cl)c1C(=O)Nc1nnc(C2CC2)s1
 : -12 | i | i | i | 1 | 0 | i | i | 2 | i | i
Cc1ccccc1NC(=O)COc1ccc2c(c1)OC(C)(C)CC2=O
 : -6 | i | i | i | -2 | 2 | i | i | -7 | i | i
CCOC(=O)C1(CCOc2ccccc2)CCN(Cc2cc(OC)c(O)cc2Cl)CC1
 : -16 | i | i | i | 0 | 0 | i | i | / | i | i
COCCCN(C(=S)NC(=O)C12CC3CC(CC(C3)C1)C2)c1c(N)n(Cc2ccccc2)c(=O)[nH]c1=O
 : -3 | i | i | i | 1 | 2 | i | i | -10 | i | i
O=C(CCCc1nc(-c2ccc(Cl)cc2)no1)NC1CCCC1
 : -8 | i | i | i | -4 | -3 | i | i | 4 | i | i
O=C(CSc1n[nH]c(-c2ccccc2)n1)c1ccc(O)c(O)c1
 : -7 | i | i | i | 2 | 4 | i | i | 16 | i | i
CO/N=C/C(NC(=O)c1ccc(C(F)(F)F)cc1)C(=O)OC (configuration not stated)
 : -3 | i | i | i | 0 | -2 | i | i | / | i | i
COc1cc(C(=O)N2CCC(c3nc(-c4cccnc4)no3)CC2)cc(OC)c1OC
 : -12 | i | i | i | -3 | -1 | i | i | -7 | i | i
NS(=O)(=O)c1ccc(C(=O)O)cc1
 : -5 | i | i | i | -4 | -1 | i | i | -4 | i | i
O=C1c2ccccc2C(=O)N1Cc1cccnc1
 : -5 | i | i | i | 1 | -1 | i | i | -2 | i | i
Cc1nc2ccc(S(=O)(=O)NCC(=O)NCc3ccc4c(c3)OCO4)cc2s1
 : -3 | i | i | i | 4 | 1 | i | i | 4 | i | i
CCn1ncc(Br)c1C(=O)Nc1cc(C)ccc1F
 : -4 | i | -9.5* | i | 1 | -4 | i | i | -1 | i | i
CC(C)CCNC(=O)[C@H](CSCc1ccccc1)N1Cc2ccccc2C1=O
 : -9 | i | i | i | 3 | -6 | i | i | -5 | i | i
C=CCn1c(CNS(=O)(=O)c2ccc(Br)cc2)nnc1SC
 : -6 | i | i | i | 0 | 0 | i | i | -2 | i | i
O=C(Nc1ccnn1C1CCN(Cc2ccc(CO)o2)CC1)c1ccc2c(c1)OCO2
 : -10 | i | i | i | -2 | -1 | i | i | 0 | i | i
COc1ccccc1CN(C(=O)c1ccco1)C(C(=O)NC1CCCC1)c1ccncc1 (configuration not stated)
 : -6 | i | i | i | -6 | -2 | i | i | -10 | i | i
COc1ccc(C(=O)Nc2ccnn2C2CCN(Cc3cccnc3)CC2)cc1
 : -11 | i | i | i | -20 | 2 | i | i | -5 | i | i
COc1ccc(OC)c(NC(=O)Nc2cc(NC(=O)Nc3cc(OC)ccc3OC)c(C)nc2C)c1
 : -2 | i | i | i | -1 | -1 | i | i | -5 | i | i
O=C(Nc1nc(-c2cccc([N+](=O)[O-])c2)cs1)C(c1ccccc1)c1ccccc1
 : -10 | i | i | i | -1 | 5 | 11* | i | -6 | i | i
CC(=O)Oc1cccc(N2C(=O)C3C4C=CC(C4)C3C2=O)c1 (configuration not stated)
 : -14 | i | i | i | 0 | 0 | i | i | -3 | i | i
O=C1c2ccccc2C(=O)c2c1cccc2-n1nnc2ccccc21
 : -1 | i | i | i | 0 | -2 | i | i | 6 | i | i
COc1cc(C2/C(=C(/O)c3ccccc3)C(=O)C(=O)N2c2ccccn2)ccc1O (configuration not stated)
 : -8 | i | i | i | -3 | -1 | i | i | 6 | i | i

# Only part of the results is shown; the hit share may differ from the screen's.
